# V-ATPase pHluor – regulators of yeast V-ATPase proton pumping, primary screen, pHLuorin cytosolic pH fluorescence | S. cerevisiae | response, % at 10 µM | 0.37% of 350,000 active; in the data active = response mostly above about 7.3%, no sharp cut-off; inactive = mostly below about 5.4%; also: actives read high; inactives centre near 0; some compounds called inactive have numbers as strong as hits; reference of the scale not given here
# Rtt109 HAT inh – inhibitors of C. albicans Rtt109/Vps75 HAT, primary screen, biochemical, ThioGlo CoA-SH fluorescence, plate reader; purified Rtt109/Vps75, 4 h; inhibition, % at 34.9 µM; Histone acetyltransferase RTT109 (Candida albicans (strain SC5314 / ATCC MYA-2876)), …; 0.16% of 330,000 active;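 active = inhibition of at least 50% in every replicate; inconclusive = best replicate reaches 50% inhibition but some replicates fall short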
# CAL PDZ FP-1 – untagged CAL PDZ binding inhibitors, primary screen, biochemical, fluorescence polarization, HTS. Golgi-associated PDZ and coiled-coil motif-containing protein (Homo sapiens), Q9HD26. purified CAL PDZ, TMR-peptide fluorescence polarization, 1 h. inhibition, % at 24.9 µM. 0.92% of 300,000 active. AID 602252, 2012;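 active = mean inhibition of at least 30% with at least half of replicates also reaching 30%; inconclusive = no clear call, values can overlap the other calls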;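 also: 0% = DMSO neutral control and 100% = excess unlabeled competitor peptide PRC23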
# Wnt act – Wnt/beta-catenin pathway activators, primary screen, cell-based, plate reader, single point; Wnt/beta-catenin reporter cell assay, activator; activation, % at 9.35 µM; 1.2% of 300,000 active; AID 743398, 2014; in the data active = activation above about 30%, passing the limit was not always enough; inconclusive = no clear call, values can overlap the other calls;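 also: 0% = neutral control wells and 100% = positive control wells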
# CAL PDZ FP-2 – CAL PDZ peptide-binding inhibitors, primary screen, biochemical, fluorescence polarization, Cer-tagged CAL PDZ, HTS | Golgi-associated PDZ and coiled-coil motif-containing protein (Homo sapiens), Q9HD26 | 0.02% of 330,000 active | inhibition, % at 20 µM | AID 504414, 2011 | purified CAL PDZ, TMR-peptide fluorescence polarization, 1 h;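 active = highest replicate inhibition of at least 40%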;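 also: plate controls were DMSO neutral control wells for no effect and unlabeled competitor peptide control wells for full effect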
#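 System: purified tagged CAL PDZ domain construct (CerCALP). Schedule: 1 h incubation at room temperature before polarization reading. Medium: 25 mM sodium phosphate pH 7.4, 150 mM NaCl, TCEP, IgG, Thesit. Read-out: percent inhibition from loss of millipolarization. Measured by: FP readout, S and P plane fluorescence. Probe or stimulus: fluorescent TMR peptide probe.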
# MITF TRPM1 HTS – activators of MITF-driven TRPM1 promoter reporter, primary screen, cell-based, SK-MEL-5, luciferase, single point; 0.75% of 300,000 active; SK-MEL-5 TRPM1-promoter luciferase, 24 h; % of positive control, neutral wells = 0; activation, % at 12.5 µM; AID 588334, 2011;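 active = mean activation of at least 80% with every replicate also reaching 80%; inconclusive = mean reaches 80% but some replicate falls short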;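 also: 0% = neutral control wells and 100% = parthenolide positive control wells; values of inactives mirror those of a sister screen read the other way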
# CDK5 p35 inh – inhibitors of human CDK5/p35 kinase, primary screen, biochemical, single concentration | Cyclin-dependent kinase 5 (Homo sapiens) + Cyclin-dependent kinase 5 activator 1 (Homo … | Recombinant CDK5/p35, ADP-Glo luminescence, 60 min | inhibition, % at 10 µM | 0.01% of 330,000 active | AID 488839, 2010;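 active = highest replicate inhibition of at least 50% and at least 75% of replicates reaching 50%; inconclusive = only one of the two criteria met; inactive = both criteria failed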;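 also: plate controls were DMSO neutral control for no effect and GW8510 at 10 µM for full effect; many of its hits are not listed in these tables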
# Target sequence (Q00535 whole entry, looked up): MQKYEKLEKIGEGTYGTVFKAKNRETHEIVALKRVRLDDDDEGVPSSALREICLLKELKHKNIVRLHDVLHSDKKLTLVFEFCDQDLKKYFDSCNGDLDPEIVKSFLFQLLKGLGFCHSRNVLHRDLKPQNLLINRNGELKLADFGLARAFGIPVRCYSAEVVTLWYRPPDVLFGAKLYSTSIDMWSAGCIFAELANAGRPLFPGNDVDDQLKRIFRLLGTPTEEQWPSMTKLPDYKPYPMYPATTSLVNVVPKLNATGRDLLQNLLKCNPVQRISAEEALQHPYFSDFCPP
# Target sequence (Q15078 whole entry, looked up): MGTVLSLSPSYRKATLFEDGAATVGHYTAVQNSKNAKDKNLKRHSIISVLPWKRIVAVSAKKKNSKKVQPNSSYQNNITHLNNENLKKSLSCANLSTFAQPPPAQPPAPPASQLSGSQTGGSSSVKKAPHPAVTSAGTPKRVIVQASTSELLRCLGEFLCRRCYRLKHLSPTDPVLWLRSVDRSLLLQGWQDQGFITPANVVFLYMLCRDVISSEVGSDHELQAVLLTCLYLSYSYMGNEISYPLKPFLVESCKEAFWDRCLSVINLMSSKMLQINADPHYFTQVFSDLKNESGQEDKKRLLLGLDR
# Tat export inh – E. coli Tat export inhibitors, primary screen, MC4100, TorA-mCherry reporter, fluorescence, single point; AID 488895, 2010; 0.036% of 340,000 active; inhibition, % at 10 µM;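 active = mean replicate inhibition at least 50% and at least half of replicates individually reaching 50%; inconclusive = only one of the two criteria met; inactive = neither criterion met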;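 also: exported cargo escapes ClpAP degradation while cytoplasmic cargo is degraded and loses fluorescence; 0% = median of neutral control wells and 100% = median of NaSCN control wells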
# dFosB activator – activators of delta FosB homodimer, primary screen, biochemical, fluorescence polarization, TAMRA-CDK5 oligo, single point; Protein FosB (Mus musculus), P13346; purified delta FosB; percent of positive-control signal above neutral wells; activation, % at 25 µM; 0.99% of 340,000 active;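 active = mean activation above about 17%, with every replicate also reaching it, limit read from the data, passing the limit was not always enough; inconclusive = only one of the two conditions met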;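 also: fluorescence polarization rise as delta FosB binds a TAMRA Cdk5 AP-1 oligo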
# Target sequence (P13346 whole entry, looked up): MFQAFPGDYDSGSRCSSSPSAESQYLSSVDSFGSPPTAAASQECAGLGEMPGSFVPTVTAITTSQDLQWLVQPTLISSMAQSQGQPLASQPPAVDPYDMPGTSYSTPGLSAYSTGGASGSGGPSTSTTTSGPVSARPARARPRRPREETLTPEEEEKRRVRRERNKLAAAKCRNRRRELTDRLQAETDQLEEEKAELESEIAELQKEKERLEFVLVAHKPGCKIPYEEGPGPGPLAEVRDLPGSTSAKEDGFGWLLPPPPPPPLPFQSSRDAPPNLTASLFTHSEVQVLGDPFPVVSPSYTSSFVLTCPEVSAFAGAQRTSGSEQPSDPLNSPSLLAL
# RTF Ca sens act – cardiac RTF calcium sensitivity activators, primary screen, biochemical, IANBD-TnC fluorescence, EC20 calcium; IANBD-labeled TnC RTF fluorescence at EC20 calcium; 0% EC20 calcium, 100% full calcium; Troponin I, cardiac muscle (Homo sapiens) + Troponin T, cardiac muscle (Homo sapiens) + …; activation, % at 7.2 µM; 0.24% of 340,000 active; AID 493008, 2010;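 active = activation above the mean over all tested compounds plus 3 SD, cut at about 30% in these data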;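 also: rise in fluorescence read as greater calcium sensitivity of cardiac thin filaments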
# * = called active by the depositor; ? = inconclusive; . = no result given; & = joins results of further samples.
SMILES,V-ATPase pHluor,Rtt109 HAT inh,CAL PDZ FP-1,Wnt act,CAL PDZ FP-2,MITF TRPM1 HTS,CDK5 p35 inh,Tat export inh,dFosB activator,RTF Ca sens act
CCc1ccccc1N1C(=O)c2ccccc2S1(=O)=O,-4,5,-3,7,-1.9,4,-2.5,6,2,8
COc1ccc(S(=O)(=O)N2CCCC2)cc1OC,-1,-6,.,-4,-2.6,-1,-0.4,8,3,2
CCOC(=O)C1=NOC(CNC(=O)c2ccccc2Cl)C1 (stereo unspecified),0,3,0,0,-0.3,-4,0.5,-1,-5,3
CCCc1cnc(N2CCN(C(=O)c3ccc(F)cc3)CC2)nc1,-1,-2,.,3,-0.6,-12,1.0,-5,-7,-3
CCn1nccc1C(=O)Nc1nccs1,-2,-1,-4,.,-2.1,-5,4.7,3,-3,-3
Cc1ccc(OCCNc2cc(N3CCN(CCO)CC3)ccc2[N+](=O)[O-])cc1C,0,5,-1,-2,-2.2,11,-0.9,7,15,-11
COCCNC(=O)CCc1c(C)nc2nc(-c3cc(OC)cc(OC)c3)nn2c1C,1,-5,0,-1,-1.9,-9,0.2,7,-14,3
C=CCNC(=O)CCCc1ccccc1,2,3,-4,-1,-0.4,9,-0.2,-5,-9,-1
CN(C)CCC(c1ccc(Br)cc1)c1ccccn1 (stereo unspecified),1&-3&1,-9&2&1,-7&-4&-4,1&-1&2,-0.7&-0.1&-1.1,-2&1&5,0.7&0.9&0.6,-6&1&-5,1&-1&6,7&3&-1
CCOC(=O)N1CCN(C(=O)COc2cccc3c2CCN(CC)C3=O)CC1,6,-1,-19,0,-0.8,3,-0.6,-7,-3,3
C1=C(CCNc2ncnc3c2[nH]c2ccccc23)CCCC1,0,1,-1,-2,-2.2,-6,0.7,-15,11,-6
COc1cc(C2CC(=O)Oc3c2c(=O)n(C)c2ccccc32)ccc1O (stereo unspecified),0,2,-1,-2,-0.2,-8,-0.9,1,-11,.
CC(C)CCNC(=O)C1CCN(c2nnc(-n3cccc3)s2)CC1,-5,2,-7,4,-1.6,.,1.2,10,-7,1
Nc1nnc(-c2cn(-c3ccccc3)nc2-c2ccccc2)o1,-3,7,-4,5,-3.3,26,-0.9,9,-20,1
COc1ccc(/C=N/Nc2nonc2N)c(OC)c1,-3,-3,.,-6,-1.9,-4,-0.4,-4,2,4
CC(C)SC1=NC(C)(C)C=C(/C=C/c2c(Cl)cccc2Cl)N1,-1,-3,.,-2,0.1,.,-0.9,6,1,2
Cc1ccc(NC(=O)c2ccc(CN3CC(=O)N4CCCCC4C3=O)cc2)c(C)c1 (stereo unspecified),-3,-4,.,-5,-1.0,.,0.5,-3,2,-3
Cc1cc(Cl)c(OCCCNC2CCCC2)c(Br)c1,2,5,2,-3,.,2,0.0,3,-3,-1
COc1ccc(C)cc1N(C(=O)c1cccc(F)c1)c1nc2ccccc2s1,4,3,-2,.,0.0,-8,1.7,3,-4,5
CN(CC1CCCN(CCc2ccc(F)cc2)C1)C(=O)CCC(F)(F)F (stereo unspecified),-6,5,-2,1,-0.5,.,0.7,-4,-1,-1
Cc1ccc(N(Cc2ccccc2)C(=O)c2cc(S(=O)(=O)N3CCOCC3)ccc2C)cc1,3,20,-4,1,-1.8,10,1.4,6,-11,-11
Cc1cc2ccccc2n1CCNC(=O)Cc1ccccc1,5,-5,.,1,-0.4,.,0.3,-4,-16,-2
O=C1NC[C@@H](Cc2cccc3ccccc23)N(CC2(c3ccccc3)CC2)C1=O,-4,11,-2,-2,-2.2,-15,-0.6,3,-1,3
O=C(CN1C(=O)/C(=C/c2ccco2)SC1=S)Nc1ccc(O)c(C(=O)O)c1,0,1,1,0,-2.7,1,-6.6,0,-7,-12
O=C(Nc1ccccc1C(=O)O)c1cccc(NS(=O)(=O)c2ccc(Br)cc2)c1,-3,8,-9,6,-1.6,-20,-1.6,8,4,3

# (cont.)
SMILES,V-ATPase pHluor,Rtt109 HAT inh,CAL PDZ FP-1,Wnt act,CAL PDZ FP-2,MITF TRPM1 HTS,CDK5 p35 inh,Tat export inh,dFosB activator,RTF Ca sens act
O=C(Nc1cccc(Cl)c1)Nc1ccc(Br)cc1F,-4,3,-3,9,-1.1,19,0.7,-3,3,-3
Cc1occc1C(=O)Nc1c(F)c(F)c(F)c(F)c1F,3,-2,4,5,-1.7,8,-1.7,-4,-5,-2
Nc1nc(CSc2nnnn2-c2ccc(Cl)cc2)nc(N2CCOCC2)n1,1,1,1,.,-0.3,0,0.1,-3,-6,2
O=C(CSc1nnc(-c2ccncc2)n1C1CCCCC1)Nc1ccccc1,-1,12,-5,-6,-1.3,-3,0.2,-7,-4,-1
CCN(CC(=O)Nc1c(F)cccc1F)C(=O)CN1C(=O)c2ccccc2C1=O,1,-2,6,1,0.2,2,-0.4,-2,0,-1
CC1=CC(C)C2C(=O)N(CCCN(C)C)C(=O)C2C1 (stereo unspecified),-3,4,.,.,-1.5,-4,-0.2,-5,1,-6
CC(=O)CCCC(NS(=O)(=O)CCC(Cl)(Cl)Cl)c1ccccc1 (stereo unspecified),-1,4,-1,-2,0.5,4,-0.3,1,2,5
Cn1cnc([N+](=O)[O-])c1Sc1ncccc1N,1,0,2,0,-0.1,-1,-0.1,-15,-1,8
O=C(COC(=O)CCN1C(=O)c2ccccc2C1=O)Nc1ccccc1[N+](=O)[O-],-3,-8,.,1,0.4,-8,0.5,-2,4,1
COC(=O)C(C(=O)Nc1ccc(OC)cc1)C1CCCCCC1 (stereo unspecified),7,-5,-3,.,-1.0,-7,-2.7,-8,-4,2
NC(=O)c1c(NC(=O)c2ccncc2)sc2c1CCCC2,-2,5,.,-1,-1.1,24,-2.8,1,1,6
CC1(C)CC(=O)C([N+](=O)[O-])=C(NCCCO)C1,5,0,1,-3,-0.3,-1,2.0,10,-1,7
CCCCc1nc2cc(C(=O)N3CCN(c4nc(C)cnc4C)CC3)ccc2o1,6,8,-7,4,-2.0,?,-0.1,5,-9,-1
O=C(NCCc1ccccc1)c1ccc2c(=O)[nH]c3c(C(=O)NCC4CCCO4)sc(=S)n3c2c1 (stereo unspecified),0,-9,0,1,-1.1,-3,-2.2,-3,-14,-1
O=S(=O)(NCc1ccc2c(c1)OCO2)c1cccc(S(=O)(=O)N2CCOCC2)c1,0,-14,0,.,.,-1,1.5,2,0,7
Cc1cc(C(=O)N/N=C/c2cc(Br)c(Br)o2)n[nH]1,4,-2,-1,0,-3.4,51,1.1,-3,-15,5
Cc1nc2oc3c(NCc4ccccn4)ncnc3c2c2c1COC(C)(C)C2,-2,8,-3,-6,0.5,.,4.2,0,-23,-1
O=C(Nc1ccc(O)cc1)c1ccc2c(c1)C(=O)N(N1C(=O)c3ccccc3C1=O)C2=O,6,1,-3,-1,0.2,-3,1.3,-3,-5,8
CC(C)c1cc(C(=O)NCc2cccnc2)no1,-6,-3,19,1,.,-11,-2.5,-1,-1,7
O=C(OCC1OC(n2ncc(=O)[nH]c2=O)C(OC(=O)c2ccccc2)C1OC(=O)c1ccccc1)c1ccccc1 (stereo unspecified),0,2,0,14,-3.7,.,-0.1,5,-20,0
O=C(Nc1cccnc1)Nc1cc(Cl)cc(Cl)c1,-1,11,3,1,-4.6,18,-1.4,-11,-14,0
O=C(c1ccc(=O)n(Cc2ccc(Cl)c(Cl)c2)c1)N1CCOCC1,1,1,-6,.,-1.8,.,0.3,1,-6,5
CCN(CC)C(=O)c1cccc(-c2ccc(OC)cc2)c1,2,1,-1,-5,-0.5,.,0.8,10,-1,0
CCOC(=O)CNC(=O)N1CCc2ccc(NC(=O)c3ccccc3Cl)cc2C1,-2,0,-2,-5,-0.1,.,0.9,-6,-2,-2
CCCc1nnc(NC(=O)CCCN2C(=O)c3ccccc3C2=O)s1,2,-5,-5,.,-0.5,6,0.0,3,7,-3

# New compounds follow.
SMILES,V-ATPase pHluor,Rtt109 HAT inh,CAL PDZ FP-1,Wnt act,CAL PDZ FP-2,MITF TRPM1 HTS,CDK5 p35 inh,Tat export inh,dFosB activator,RTF Ca sens act
Cc1ccccc1-n1c(C)nnc1SCC(=O)N1CCc2ccccc2C1,-7,0,0,-1,0.0,-5,-0.6,12,0,-7
O=[N+]([O-])c1cccc(-c2ncc3ccccn23)c1,2,-2,4,3,-0.4,12,-0.5,-6,7,1
O=C(O)Cn1nc(-c2ccccc2)c2ccccc2c1=O,0,8,2,.,-0.5,.,-0.1,4,4,-3
CCOc1nc(OCC)nc(-n2cc(-c3ccccc3)nn2)n1,1,1,145*,.,.,4,0.3,-12,-18,0
O=C(COC(=O)c1cc([N+](=O)[O-])ccc1N1CCCC1)Nc1ccccc1OC(F)F,1,-5,4,-3,-3.3,-7,-1.9,16,-3,-5
Cc1cccc(NC(=O)Nc2nnc(N3CCCCC3C)s2)c1C (stereo unspecified),1,-3,-1,-3,-0.1,.,-1.3,1,-3,-2
Clc1cccc(OCCn2ccnc2)c1,-1,3,-5,1,-9.1,-4,0.7,0,0,-1
Cc1cccc(N2CCN(C(=O)c3ccc(NC(=O)C4CCCO4)cc3)CC2C)c1 (stereo unspecified),2,5,-5,-4,-1.7,-3,1.6,-2,2,-4
CC(C)NC(=S)N(C)C1(c2ccccc2Cl)CCCCC1=O (stereo unspecified),1,-6,-5,-2,-2.9,6,0.7,4,1,-4
CCNC(=O)CN(c1ccc(CC)cc1)S(C)(=O)=O,1,5,-2,0,0.4,13,-1.5,-7,0,-4
CCn1cc(C(=O)N(C)c2ccc(OC)cc2OC)c2cc(OC)c(OC)cc2c1=O,-4,-2,-5,1,.,-5,-4.6,10,-2,3
O=C(NC(=S)Nc1ccccc1)c1cc([N+](=O)[O-])ccc1N1CCOCC1,-2,-3,2,3,-0.8,-5,1.0,3,-11,0
CCOC(=O)c1csc(NC(=O)C(C)(C)C)n1,3,-7,.,2,0.5,13,-0.9,7,2,3
CN(CCC#N)C(=O)c1cc2c(s1)-c1ccccc1SC2,-2,6,-1,26,-0.5,86*,1.6,6,-1,0
COc1ccc(CCNC(=O)C2CCN(S(=O)(=O)c3cccc4nsnc34)CC2)cc1OC,2,-2,-2,.,0.3,7,-2.0,4,-4,-1

# Screening results: PubChem, several laboratories
